Screens: PubChem BioAssay, National Center for Advancing Translational Sciences (NCATS)
TrxR1 inh: rat TrxR1 inhibition | recombinant rTrxR1, NADPH fluorescence consumption, selenite substrate | Potency, µM (highest dose often 114 µM), for inactives: top-dose activity change, negative = inhibition, hits mostly inhibitors | hit rate 1% among 390,000 | O89049 | AID 588453; also: potency is read from the fitted curve at half-maximal effect; % is scaled to controls: 0 for no effect and ±100 for the full control effect; nearly all actives have a fitted effect of over 65% in size
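Rat TrxR1 (90 nM in the dispensed reagent) was pre-reduced with 400 uM NADPH for 5 min at room temperature, then incubated with compound for 15 min. After 400 uM selenite was added, NADPH fluorescence (Ex 340/Em 450 nm) was followed for 8 min.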
IDH1 R132H inh: inhibitors of human mutant IDH1 R132H; O75874; IDH1-R132H enzyme, NADPH consumption, diaphorase/resazurin fluorescence; Potency, µM (titrated, usually from 76.6 µM), inactives show at the highest dose activity change, negative = inhibition, actives largely listed as inhibitors; hit rate 0.093% among 390,000; AID 602179; also: potency is read from the fitted curve at half-maximal effect; % is scaled to controls: 0 for no effect and ±100 for the full control effect; nearly all actives have a fitted effect of over 65% in size
Target sequence (O75874 whole entry R132H, stated change not applied): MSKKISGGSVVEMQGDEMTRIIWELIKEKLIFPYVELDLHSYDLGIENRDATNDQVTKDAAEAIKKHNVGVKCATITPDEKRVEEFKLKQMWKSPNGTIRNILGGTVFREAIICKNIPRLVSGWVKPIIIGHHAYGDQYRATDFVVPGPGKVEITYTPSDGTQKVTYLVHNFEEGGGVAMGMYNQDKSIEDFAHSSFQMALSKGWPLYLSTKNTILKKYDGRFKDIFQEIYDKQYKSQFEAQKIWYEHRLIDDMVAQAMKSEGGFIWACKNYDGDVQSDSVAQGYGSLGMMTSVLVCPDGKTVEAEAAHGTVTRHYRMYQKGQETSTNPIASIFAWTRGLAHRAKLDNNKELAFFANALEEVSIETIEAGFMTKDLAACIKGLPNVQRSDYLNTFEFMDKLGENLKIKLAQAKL
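IDH1-R132H (0.5 ug/mL dispensed) in pH 7.5 Tris buffer was preincubated 30 min with compound, then given a substrate mix of 0.016 mM NADPH and 2 mM alpha-KG for 80 min at room temperature; remaining NADPH was read by diaphorase/resazurin fluorescence.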
TrxR1 substrate: rat thioredoxin reductase 1 substrate activity | O89049 | purified TrxR1 substrate turnover, NADPH consumption readout | Potency, µM (top dose mostly 114 µM), without a hit: top-dose activity change, negative = substrate turnover | hit rate 0.01% among 390,000 | AID 588456; also: potency is read from the fitted curve at half-maximal effect; % is scaled to controls: 0 for no effect and ±100 for the full control effect; nearly all actives have a fitted effect of over 50% in size
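Rat TrxR1, dispensed at 90 nM, was prereduced with 400 uM NADPH (final) for 5 min at ~22 deg C, then incubated with compound 15 min before 400 uM selenite. A first-read NADPH fluorescence drop versus no-compound background flagged substrates.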
RGS4 inhibitor: blocks human RGS4-accelerated GTP hydrolysis; P49798; Transcreener GDP fluorescence polarization, RGS4-accelerated GTP hydrolysis; Potency, µM (titrated, usually from 114 µM), inactives show at the highest dose activity change, negative = inhibition, usual class: inhibitors; hit rate 0.039% among 390,000; AID 504845; also: potency is read from the fitted curve at half-maximal effect; % is scaled to controls: 0 for no effect and ±100 for the full control effect; nearly all actives have a fitted effect of over 75% in size; some results filed as inactive show a strong effect at the top dose
Target sequence (P49798 whole entry, looked up): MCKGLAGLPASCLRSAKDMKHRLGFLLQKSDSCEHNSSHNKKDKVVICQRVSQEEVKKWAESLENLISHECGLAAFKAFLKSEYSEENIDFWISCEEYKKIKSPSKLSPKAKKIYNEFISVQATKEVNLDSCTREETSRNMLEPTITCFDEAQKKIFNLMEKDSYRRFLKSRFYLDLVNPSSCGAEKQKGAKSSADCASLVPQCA
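MLSMR compounds (23 nl, pin-transferred) preincubated 10 min at room temperature with a 500nM (2x) first reagent, then RGS4 at 900nM (2x) plus Transcreener GDP mix added; fluorescence polarization (620/688 nm) read before and after 90 min at 30 °C.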
Vif-A3G inh: blocks the Vif interaction with human APOBEC3G | Q9HC16 | Potency, µM (series often up to 46.1 µM), inactives show top-dose activity, negative = active, hits mostly inhibitors | hit rate 0.076% among 410,000 | HeLa A3G-eYFP + Vif (tagged APOBEC3G with the HIV-1 protein that degrades it), YFP fluorescence, overnight;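 also: potency is read from the fitted curve at half-maximal effect; % is scaled to controls: 0 for no effect and ±100 for the full control effect; nearly all actives have a fitted effect of over 60% in size; hits raise eYFP signal because A3G escapes Vif-driven loss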
Target sequence (Q9HC16 whole entry, looked up): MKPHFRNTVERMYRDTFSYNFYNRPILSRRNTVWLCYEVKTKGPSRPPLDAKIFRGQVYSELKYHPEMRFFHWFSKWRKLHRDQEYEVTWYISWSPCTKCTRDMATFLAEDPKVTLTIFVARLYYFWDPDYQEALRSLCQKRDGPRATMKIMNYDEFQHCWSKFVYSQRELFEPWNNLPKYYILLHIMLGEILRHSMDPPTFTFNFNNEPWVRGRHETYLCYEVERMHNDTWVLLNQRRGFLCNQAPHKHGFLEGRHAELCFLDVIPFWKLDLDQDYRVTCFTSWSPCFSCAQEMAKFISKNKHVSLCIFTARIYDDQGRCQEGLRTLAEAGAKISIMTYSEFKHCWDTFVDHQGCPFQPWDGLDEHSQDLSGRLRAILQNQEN
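Read-out is eYFP fluorescence (Ex 488/Em 500-530) from Vif-expressing HeLa A3G-eYFP cells; more signal means A3G escaped Vif-mediated degradation. Cells plated overnight, compound pinned in, incubated overnight at 37 deg C.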
LDHA inh: LDHA (human) enzyme inhibition. hit rate 0.15% among 480,000. P00338. purified LDHA, NADH/diaphorase-resazurin fluorescence; stronger effect = lower value. activity change, % (values are at about 110 or 230 µM); in the data active = activity change below about -30%; inconclusive = mostly about -25% to -30%;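 also: plate controls were DMSO wells for no effect and wells without enzyme for full effect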
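Human LDH5 (2 nM) was incubated with 0.06 mM NADH and 0.2 mM pyruvate for 5 min at room temperature in Tris pH 7.4. Remaining NADH was coupled through diaphorase/resazurin, and resorufin fluorescence was read at 0 and 20 min.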
Vif-A3F inh: inhibitors of Vif-A3F interaction; AID 602313; Potency, µM (titrated, usually from 46.1 µM), without a hit: at the top dose activity, negative = active; hit rate 0.2% among 390,000; HeLa A3F-eYFP + Vif (tagged APOBEC3F with the HIV-1 protein that degrades it), YFP fluorescence increase; also: potency is read from the fitted curve at half-maximal effect; % of control where 0% means no effect; nearly all actives have a fitted effect of over 65% in size
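HeLa cells stably expressing A3F-eYFP plus Vif, plated and incubated overnight at 37 deg C, then exposed to compounds overnight at 37 deg C. Blocked degradation read as raised yellow fluorescence (Ex 488/Em 500-530).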
GRP78 ERSR act: inducers of ER stress response in human glioma cells. U87-MG GRP78 promoter luciferase reporter, 16 h. Potency, µM, for the others: at the highest dose activation, usual class: activators. hit rate 0.02% among 420,000; also: potency is read from the fitted curve at half-maximal effect; series mostly up to about 76 µM; % of control where 0% means no effect; nearly all actives have a fitted effect of over 35% in size
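Stably transfected U87-MG glioma cells carrying a GRP78-based luciferase sensor; 16 h compound incubation. Luminescence end-point read 10 min after Bright-Glo addition at room temperature.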
USP1-UAF1 inh: USP1/UAF1 (human) deubiquitinase inhibition; hit rate 0.23% among 390,000; Potency, µM (titrated, usually from 57.1 µM), for inactives: top-dose activity change, negative = inhibition, usual class: inhibitors; O94782; AID 743255; recombinant USP1/UAF1, Ub-Rhodamine cleavage fluorescence; also: potency is read from the fitted curve at half-maximal effect; % is scaled to controls: 0 for no effect and ±100 for the full control effect; nearly all actives have a fitted effect of over 60% in size; inactives centre near -12
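High-throughput fluorogenic screen: 1nM USP1/UAF1 complex, Ub-Rho substrate 150nM final, 50mM HEPES pH 7.8 with 0.5mM EDTA, 0.1 mg/ml BSA, 1mM TCEP and 0.01% Tween-20.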
An asterisk follows results filed as active; ? = inconclusive; nt = no result given; & = joins results of further samples; [ ] = remark or other dose. Unless noted, calls follow the shape of the dose curve; as a rule, active = well fitted curve in the direction sought with a large enough effect; inconclusive = small, poorly fitted or top-dose-only effect, or another doubt; inactive = no such curve, though single readings can be large; an effect the other way counts as inactive or inconclusive. A portion of the library. The share of hits here may be higher or lower than overall.

SMILES	TrxR1 inh	IDH1 R132H inh	TrxR1 substrate	RGS4 inhibitor	Vif-A3G inh	LDHA inh	Vif-A3F inh	GRP78 ERSR act	USP1-UAF1 inh
CCC[C@@H](CN1CCC[C@H]1CN1C(N)=NC[C@@H]1Cc1ccccc1)N1C[C@@H](Cc2ccccc2)N(CCCC2CCCC2)C1=N	-17%	0%	1%	-28%	5%	0	-4%	-5%	?
Cc1ccc(CNC(=O)C(C)n2nc(C)n3c(cc4sccc43)c2=O)cc1 (stereo not given)	12%	7%	2%	2%	3%	-3	-1%	-3%	-13%
S=C(c1ccc(-c2ccc(Br)cc2)o1)N1CCOCC1	13%[57.1 µM]	12%	6%[57.1 µM]	-19%	0%	-10	-19%	4%	-9%
C=CCn1c(C)cc(C(=O)CSc2nnc3n(CCC)c(=O)c4ccccc4n23)c1C	27%	-2%	17%	20%	-5%	-2	-4%	-5%	-16%
CCN(CC)c1ccc(S(=O)(=O)N2CCOCC2)cc1NC(=O)CSc1nncn1C	-2%	-1%	-4%	27%	1%	-2	3%	-6%	-5%
CCCc1c(C(=O)Nc2cc(C(C)(C)C)on2)cnn1-c1ccccc1	27%	8%	-2%	2%	0%	-1	6%	-4%	-15%
CS(=O)(=O)N(CC(=O)NC1CC1)C1CCCCC1	-14%	7%	-8%	-27%	-2%	4	3%	-4%	-12%
COc1ccc(S(=O)(=O)N2CCCC(C(=O)N3CCOCC3)C2)cc1C (stereo not given)	16%[57.1 µM]	10%	12%[57.1 µM]	6%	-3%	-5	4%	-3%	-6%
CSc1ncccc1C(=O)OCC(=O)c1ccc(Br)s1	24%	-7%	-5%	?	-2%	2	9%	-4%	-9%
O=C(NCCCN1CCCC1=O)C1CCC(CNS(=O)(=O)c2ccc(Cl)cc2)CC1 (stereo not given)	-4%	-16%	-7%	10%[56.9 µM]	0%	-3	-1%	5%	0%
O=C1CC(c2ccc(F)cc2)CC2=C1C=Nc1ccccc1N2 (stereo not given)	17%[57.1 µM]	8%	-4%[57.1 µM]	-26%	-18%	-2	5%	-5%	-16%
CN1CCc2c(c3c(n2C)CCN(C)[C@@H]3c2cccnc2)[C@H]1c1cccnc1	15%	-2%	6%	2%	1%	-2	-27%	-2%	-14%
CC12C(=O)N(c3nccs3)C(=O)C1(C)C1CCC2O1 (stereo not given)	23%[57.1 µM]	12%	19%[57.1 µM]	5%	-6%	-6	-5%	-1%	-3%
CCn1cc(C(=O)NCCCOC(C)C)c(=O)c2cc(S(=O)(=O)N(C)C3CCCCC3)ccc21	0%	12%	-9%	-25%	-2%	4	-8%	-3%	-20%
COC(=O)C1=C(C)NC(C)=C(C(=O)OC)C1C1CC=CCC1 (stereo not given)	-2%[57.1 µM]	-5%	-7%	-5%	-4%	0	1%	-3%	-15%
O=C1CC2(CCN(C(=O)c3ccccc3Br)CC2)Oc2ccccc21	4%	7%	16%	-9%	-4%	-5	?	-3%	-5%
Cc1cc(C(=O)COC(=O)c2ccc(O)cc2)c(C)n1-c1ccccc1F	11%[57.1 µM]	-6%	3%[57.1 µM]	-6%	-5%	-6	-4%	-5%	-6%
O=C1C=C(NCCNc2c(F)c(F)c(CO)c(F)c2F)CCC1	-1%[57.1 µM]	4%	-13%[57.1 µM]	-21%	3%	1	0%	-3%	-23%
CCOC(=O)c1c(NC(=O)CSc2nc3c(c(=O)n(C)c(=O)n3C)n2C(C)C)sc(C)c1C	1%	-5%	2%	19%	2%	-9	2%	-4%	2%
Nc1ccc2c(c1)Cc1c(F)cccc1-2	4%	6%	1%	-24%	-5%	5	-1%	6%	-1%
Fc1ccc(C2C3=C(Nc4ncnn42)c2ccccc2OC3c2ccncc2)cc1 (stereo not given)	-12%	17%	51%[activator]	?	-1%	-2	-3%	-10%	-9%
CCOc1cc(C(=O)OC(C)C(=O)Nc2ncc(Cl)cc2Cl)ccc1OCC(=O)N1CCOCC1 (stereo not given)	27%	9%	5%	-7%	2%	-2	-22%	-4%	-7%
Cc1cccc(CS(=O)(=O)c2ncc(CO)n2C)c1	10%[57.1 µM]	-8%	-1%[57.1 µM]	-1%	1%	-3	0%	-12%	-14%
C=CCN1C(=O)N(c2ccc(Cl)cc2)C(=O)C1CC(=O)Nc1ccc(F)cc1 (stereo not given)	1%	-7%	-12%	-3%	-1%	-3	-7%	-2%	-16%
COCCCNC(=O)C1CCN(c2nn3cc(-c4ccc(F)cc4)nc3s2)CC1	-1%	0%	-2%	6%	-2%	-10	-1%	-1%	-6%
Cn1cc(/C=C(\NC(=O)c2ccccc2)C(=O)NCCCn2ccnc2)c2ccccc21	nt	7%	nt	nt	-1%	1	2%	-3%	-22%
O=[N+]([O-])c1ccc(Cn2cc(-c3cccc(C(F)(F)F)c3)nn2)cc1	8%[57.1 µM]	0%	-2%[57.1 µM]	15%	1%&-1%	-1	3%	-3%&-2%	14%
Cc1noc(C)c1CN(C(=S)NC(C)C)c1ccccc1	14%[57.1 µM]	4%	5%[57.1 µM]	12%	-4%	-4	12%	-4%	0%
Cc1ccc(-c2csc(N=C(N)N)n2)cc1	22%[57.1 µM]	3%	7%[57.1 µM]	-15%	-3%	2	-29%	6%	-6%
c1ccc2c(c1)oc1c(NCCCN3CCOCC3)ncnc12	-6%	13%	?	19%	0%	-5	nt	-4%	-8%
O=C(Nc1ccc(N2CCCC2)cc1)c1cccc(F)c1	-21%	8%	-1%	?	?	19	-7%	8%	-16%
CC(NC(=O)c1ccc([N+](=O)[O-])o1)C12CC3CC(CC(C3)C1)C2 (stereo not given)	-14%[57.1 µM]	-3%	-8%[57.1 µM]	37%	?	-5	?	-16%	?
CCCC(=O)Nc1nn(CCC)c2nc3ccccc3cc12	-3%	-3%	1%	11%	-18%	7	-19%	-2%	-11%
O=C(NCCCNC(=O)c1ccc(Cl)cc1Cl)c1cnccn1	6%	-4%	3%	32%	0%	-5	-1%	15%	-5%
O=C(Nc1nnc(SCc2ccc(F)cc2)s1)C1=COCCO1	-24%	3%	-11%	34%	1%	-6	8%	6%	-27%
Cc1cc(C)c(S(=O)(=O)Cc2ccccc2)c(OC(C)C)n1	17%	14%	4%	-14%	-10%	-3	1%	-4%	-30%
CCOC(=O)N1CCN(C(=O)c2cc3cc(F)ccc3[nH]2)CC1	13%[57.1 µM]	4%	9%[57.1 µM]	7%	1%	-1	-3%	6%	-5%
Cc1cccc(C)c1OCc1cc(C(=O)N2CCC[C@H]2C(N)=O)no1	-9%	6%	-9%	16%	-4%	-7	10%	-1%	-1%
CCc1ccc(S(=O)(=O)Nc2cc3c(cc2C)n(C)c(=O)c(=O)n3C)cc1	17%[57.1 µM]	65%[activator]	3%[57.1 µM]	-16%	-2%	0	-4%	-1%	?
CN(C)c1cc2c(c(N(C)C)c1)C(=O)c1ccccc1C2=O	7%[57.1 µM]	4%	-5%[57.1 µM]	-16%	4%	10	6%	-3%	-20%

2 neighbouring compounds already listed, for reference:
SMILES	TrxR1 inh	IDH1 R132H inh	TrxR1 substrate	RGS4 inhibitor	Vif-A3G inh	LDHA inh	Vif-A3F inh	GRP78 ERSR act	USP1-UAF1 inh
O=C(Nc1ccc(N2CCCC2)cc1)c1cccc(F)c1	-21%	8%	-1%	?	?	19	-7%	8%	-16%
CC(NC(=O)c1ccc([N+](=O)[O-])o1)C12CC3CC(CC(C3)C1)C2 (stereo not given)	-14%[57.1 µM]	-3%	-8%[57.1 µM]	37%	?	-5	?	-16%	?

Further structures follow.
SMILES	TrxR1 inh	IDH1 R132H inh	TrxR1 substrate	RGS4 inhibitor	Vif-A3G inh	LDHA inh	Vif-A3F inh	GRP78 ERSR act	USP1-UAF1 inh
OCC1CCCN(C2CCN(Cc3nc(Cc4cccc(C(F)(F)F)c4)no3)CC2)C1 (stereo not given)	3%[57.1 µM]	-7%	2%[57.1 µM]	3%	0%	-2	-17%	-5%	0%
CCOC(=O)C1CCN(C(=O)c2ccc(NC(=O)c3nsc4ccccc34)cc2)CC1	2%[57.1 µM]	7%	-5%[57.1 µM]	-3%	1%	0	-1%	-3%	?
Cc1cccc(C)c1NC(=O)CN	-7%	7%	-2%	8%	2%	-2	1%	0%	-20%
CC(Sc1nc(=O)cc(N)n1CCc1ccccc1)C(=O)NCc1ccccc1 (stereo not given)	26%[57.1 µM]	-1%	-1%[57.1 µM]	-1%	0%	-9	8%	-1%	-8%
COc1ccc(-c2cn3ccccc3n2)cc1	31%	8%	139%[activator]	4%	-4%	-2	-13%	-10%	-24%
CCN(CC)CCNC(=O)c1ccc2c(c1)N(Cc1ccccc1)C(=O)c1ccccc1S2=O (stereo not given)	-12%	5%	-4%	-19%	-1%	1	5%	0%	-26%
COc1ccc(/C(O)=C2\C(=O)C(=O)N(CCN(C)C)C2c2cccc(OC)c2OC)cc1Cl (stereo not given)	-19%	3%	-2%	-36%	-6%	2	nt	-2%	-18%
CCn1c(SCC(=O)NCCc2ccccc2)nnc1-c1ccco1	-12%	4%	10%	-30%	2%	-3	2%	-5%	-18%
CSCC[C@H](NC(=O)Nc1ccc(S(N)(=O)=O)cc1)C(=O)O	28%	-11%	1%	-8%[11.4 µM]	-2%	0	-6%	-2%	-12%
